# ULK1 primary: human ULK1 kinase inhibition, primary screen | AlphaScreen Atg13 phosphorylation by ULK1, luminescence | inhibition, % at 5.96 µM | 30,000 tested, 1.9% active | AID 1259251; in the data active = inhibition above about 43%;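 also: 0% = median of compound wells and 100% = no enzyme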
# Target sequence (O75385 whole entry, looked up): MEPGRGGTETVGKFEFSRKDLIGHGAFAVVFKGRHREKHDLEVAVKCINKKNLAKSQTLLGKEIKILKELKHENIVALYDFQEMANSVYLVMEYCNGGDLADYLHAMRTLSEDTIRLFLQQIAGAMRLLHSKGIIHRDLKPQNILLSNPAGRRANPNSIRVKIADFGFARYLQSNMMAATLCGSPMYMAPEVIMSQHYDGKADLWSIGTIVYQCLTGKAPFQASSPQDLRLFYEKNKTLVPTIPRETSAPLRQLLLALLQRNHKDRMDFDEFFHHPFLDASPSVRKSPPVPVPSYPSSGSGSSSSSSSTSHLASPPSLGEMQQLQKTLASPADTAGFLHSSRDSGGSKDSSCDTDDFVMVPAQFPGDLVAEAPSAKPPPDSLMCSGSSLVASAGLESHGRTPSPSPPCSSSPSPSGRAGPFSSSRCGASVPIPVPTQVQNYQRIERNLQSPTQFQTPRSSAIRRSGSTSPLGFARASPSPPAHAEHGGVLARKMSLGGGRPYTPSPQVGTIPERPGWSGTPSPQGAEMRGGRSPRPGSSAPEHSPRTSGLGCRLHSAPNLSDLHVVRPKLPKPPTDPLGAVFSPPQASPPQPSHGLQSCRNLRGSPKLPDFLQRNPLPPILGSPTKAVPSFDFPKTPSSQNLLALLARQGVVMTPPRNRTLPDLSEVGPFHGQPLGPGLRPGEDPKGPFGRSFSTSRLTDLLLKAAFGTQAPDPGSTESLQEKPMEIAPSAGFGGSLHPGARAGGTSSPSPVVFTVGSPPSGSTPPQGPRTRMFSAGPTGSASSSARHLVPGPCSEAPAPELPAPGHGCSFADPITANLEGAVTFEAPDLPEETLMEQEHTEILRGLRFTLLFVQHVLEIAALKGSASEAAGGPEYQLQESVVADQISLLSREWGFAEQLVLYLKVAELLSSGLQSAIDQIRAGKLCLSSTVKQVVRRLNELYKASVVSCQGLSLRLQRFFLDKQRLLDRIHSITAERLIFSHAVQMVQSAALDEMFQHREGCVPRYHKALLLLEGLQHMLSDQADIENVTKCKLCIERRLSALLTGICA
# ASK1 primary: inhibitors of human ASK1 kinase. inhibition, % at 7.44 µM. AlphaScreen MKK6 phosphorylation by ASK1, luminescence. 22,000 tested, 0.99% active. Q99683; in the data active = inhibition above about 35%;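 also: 0% = median of compound wells and 100% = no enzyme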
# An asterisk follows results filed as active; nt = not tested or not shown. This is a random part of the collection; 2.8% or so of the library scored in one or more.
ULK1 primary	ASK1 primary	smiles
73.5*	nt	Cc1c(C)c2c(c(C)c1OC(=O)CCC(=O)O)CC[C@@](C)(CCC[C@H](C)CCC[C@H](C)CCCC(C)C)O2
-6.4	nt	CC1(C)Cc2c(ccc3ccccc23)CN1
-6.7	-0.5	O=C(NCCN1CCOCC1)c1cccc(-n2cc(NC(=O)C3CCc4ccccc43)cn2)c1 (centres undefined)
10.6	-1.9	Cc1cccc(-c2nccc(NCC3CCCO3)n2)c1 (centres undefined)
-2.6	-1.7	NS(=O)(=O)c1ccc(Nc2nccc(Oc3ccccc3)n2)cc1
-12.0	-3.1	Fc1cccc(NCc2ccc(Br)o2)c1N1CCC2(CC1)OCCO2
7.6	-13.6	O=C(Cc1ccc(Br)cc1)N1CCC(Nc2ccc3[nH]ncc3c2)C1 (centres undefined)
-3.1	4.1	NC(=O)c1ccc(-c2nc(NCCCN3CCCC3=O)c3ncn(-c4ccccc4)c3n2)cc1
1.1	nt	O=C(O)C1CCN(Cc2cccnc2)CC1
-9.1	6.5	CCCNc1nc(Nc2cccnc2)nc2c1ncn2-c1ccccc1
6.6	nt	CC1(C)C2CCC1(CS(=O)(=O)O)C(=O)/C2=C\c1ccc(/C=C2\C(=O)C3(CS(=O)(=O)O)CCC2C3(C)C)cc1
9.4	35.5*	c1ccc(CN2CCC(Nc3nc(N4CCN(Cc5ccc6c(c5)OCO6)CC4)nc4c3ncn4C3CCCCC3)CC2)cc1

# Whole records as entered above. Order of values: ULK1 primary	ASK1 primary
# CC1(C)C2CCC1(CS(=O)(=O)O)C(=O)/C2=C\c1ccc(/C=C2\C(=O)C3(CS(=O)(=O)O)CCC2C3(C)C)cc1 as listed: 6.6	nt
# O=C(Cc1ccc(Br)cc1)N1CCC(Nc2ccc3[nH]ncc3c2)C1 (centres undefined) as listed: 7.6	-13.6
# Cc1c(C)c2c(c(C)c1OC(=O)CCC(=O)O)CC[C@@](C)(CCC[C@H](C)CCC[C@H](C)CCCC(C)C)O2 as listed: 73.5*	nt
# NC(=O)c1ccc(-c2nc(NCCCN3CCCC3=O)c3ncn(-c4ccccc4)c3n2)cc1 as listed: -3.1	4.1
# Cc1cccc(-c2nccc(NCC3CCCO3)n2)c1 (centres undefined) as listed: 10.6	-1.9

# Following part
ULK1 primary	ASK1 primary	smiles
4.0	8.8	COc1nc(NC2CC2)nc(-c2ccc(C(=O)NC3CC3)cc2)n1
6.3	nt	CC(Nc1ncc(-c2ccccc2)cn1)c1ccccc1 (centres undefined)
12.7	-6.8	c1ccc(-c2nccc(NCCc3ccccn3)n2)cc1
1.1	11.7	CCCNc1nc(-c2ccc(N3CCOCC3)nc2)nc2cc(OC)c(OC)cc12
0.3	-5.4	COc1ccc(CCNc2ncnc3c2nc(NCc2cccnc2)n3C(C)C)cc1
-14.8	nt	CCn1c2ccccc2c2cc(/C=N/NC(=O)c3ccc(NC(C)=O)cc3)ccc21
-4.1	22.1	CCN(CC)c1nc(NCCc2ccc(O)cc2)nc(Nc2cccc(N(C)C)c2)n1
-2.8	-0.2	CC(C)n1c(N2CCc3ccccc3C2)nc2c(NCCCN3CCCC3=O)ncnc21
-6.9	-9.4	COc1cc2nc(-c3c(C)nn(C)c3C)nc(Nc3ccccc3)c2cc1OC
-20.8	-6.3	CC(C)N(CCNc1nc(Nc2ccc(-n3ccnc3)cc2)nc2c1ncn2CCN1CCCC1=O)C(C)C
3.0	-5.1	N[C@@H](Cc1ccc(Br)cc1)C(=O)N1CCC(c2nc(-c3ccncc3)no2)C1 (some centres undefined)
-8.6	-5.4	Cc1nn(C)c(C)c1-c1nc(NCCO)c2ncn(Cc3ccc(C(F)(F)F)cc3)c2n1
0.5	nt	CCOc1ccc(-c2cc(=O)c3ccc(NC(=O)c4cccc(OC)c4)cc3o2)cc1
-23.5	3.1	CNC(=O)c1ccccc1Nc1cc(NC(=O)C2(c3ccccc3)CC2)ncc1C(F)(F)F
7.7	15.9	O=C1CCCN1CCn1cnc2c(NCCc3ccc(O)cc3)nc(-c3ccc4[nH]ccc4c3)nc21
-16.6	3.6	COc1ccc(Nc2nc(Nc3ccc(OCCN4CCCCC4)cc3)c3cc(OC)c(OC)cc3n2)cc1
15.7	11.7	c1cc(-c2ccc3cnc(Nc4ccc(-n5cnc(N6CCOCC6)n5)cc4)nc3c2)co1
39.7	-8.6	Cc1cnc(Nc2ccc3ncccc3c2)nc1Nc1ccccc1
-13.0	-11.4	CCNc1nc(NCCN(C(C)C)C(C)C)c2ncn(Cc3ccc(C(F)(F)F)cc3)c2n1
0.4	-12.9	COc1ccc(-c2cc(C(=O)NC3CC3)ccn2)cn1
-5.9	-4.7	CCCNC(=O)c1cccc(-c2c(C)noc2C)n1
0.3	-5.0	Nc1nc(NCCN2CCOCC2)cc(-c2ccc(C(=O)NC3CC3)cc2)n1
0.5	-3.9	COc1cc2nc(Nc3cnccn3)nc(Nc3ccc4c(c3)OCO4)c2cc1OC
-2.7	15.5	O=C(NCc1cccnc1)c1ccnc(-c2cccs2)c1
-5.1	10.2	COc1ccc(Cc2nc3c(OC)cc(-c4cn[nH]c4)cc3c(=O)[nH]2)cc1
-4.2	-16.5	O=C(NCCN1CCOCC1)c1cnc(Nc2ccccc2)s1
-3.0	-24.8	CC(C)N(CCNC(=O)c1ccc2nc(NCc3cccnc3)sc2c1)C(C)C
6.6	nt	OCCc1ccccc1
7.7	-5.0	CCN(CC)C(=O)C1CCCN(c2nc3c(NCc4nc5ccccc5[nH]4)ncnc3n2C(C)C)C1 (centres undefined)
-0.6	-6.4	O=C(NCCO)c1ccc2nc(N3CCc4ccccc4C3)sc2c1
-36.4	-4.7	O=C(NCCc1ccc(Br)cc1)c1cc(-c2ccc3[nH]ncc3c2)ccn1
5.8	-11.6	Cc1cc(NCCN2CCOCC2)nc(NCCN2CCOCC2)n1
25.6	13.3	Fc1cc(-c2nc(Nc3ccc(Cn4ccnc4)cc3)ncc2F)cc(N2CCOCC2)c1
46.6*	nt	Cc1ncc(CSSCc2cnc(C)c(O)c2CO)c(CO)c1O
6.9	-2.5	COc1ccc(-c2nc(C)cc(NCc3cccc(C(F)(F)F)c3)n2)cc1
12.6	-11.8	O=C1CCCN1CCCNc1nc(NCc2cccnc2)c2ncn(-c3ccsc3)c2n1
6.8	10.4	c1ccc(CN2CCC(Nc3nc(NCc4cccnc4)nc4nc[nH]c34)CC2)cc1
9.2	7.7	CC(C)n1cnc2c(NCCCN3CCCC3=O)nc(Nc3ccncc3)nc21
-2.4	11.3	CCN(CC)C(=O)C1CCCN(c2cc(Nc3ccc(N4CCOCC4)cc3)nc(N)n2)C1 (centres undefined)
-11.6	-5.8	COc1ccc(-c2nc3c(NCc4ccccc4)ncnc3n2C(C)C)cc1
7.0	3.6	c1ccc(CNc2ncnc3nc(-c4ccc(N5CCOCC5)nc4)[nH]c23)cc1
6.8	-1.5	COc1ccc(CCNc2nc(-c3ccc(N4CCOCC4)nc3)nc3c2ncn3C2CCCCC2)cc1
-3.4	nt	CCCN1CCC2(CC1)NC(=O)N(CC(=O)Nc1ccc(OC)cc1OC)C2=O
3.3	-2.3	Nc1nn(-c2ccc(F)cc2)c2cc(-c3ncn[nH]3)ccc12
-4.9	-8.1	c1cnc(Nc2nc(NC3CC3)c3[nH]cnc3n2)cn1
-8.7	-3.4	Cc1cccc(OCC(=O)Nc2ccc(-c3ccnc(N)n3)cc2NC(=O)COc2cccc(C)c2)c1
-5.1	nt	O=C(O)c1ccccc1
-22.8	2.1	COc1cccc(CNC(=O)Nc2ccc(-c3cnn(C)c3)cc2)c1
2.6	-6.6	O=C(Nc1ccccc1)c1ccnc(Cl)c1
-11.5	-6.1	c1ccc(OCCNc2nc(-c3csc4ccccc34)nc3nc[nH]c23)cc1
17.3	nt	COc1ccc(/C=C/C(=O)NC(=S)NNC(=O)Cc2cccs2)cc1
-3.8	2.4	CC(C)N(CCNc1nc(-c2ccc(N3CCOCC3)nc2)nc2c1ncn2-c1ccsc1)C(C)C
7.2	nt	Cc1ccc(S(=O)(=O)OC2COCOC2)cc1
-3.4	3.9	CC(=O)c1cccc(-c2nc(C(=O)Nc3ccc(Oc4ccccc4)cc3)cs2)c1
8.3	15.1	CC(=O)Nc1ccc(Nc2nc(NCc3ccc4c(c3)OCO4)nc3c2ncn3C(C)C)cc1
8.2	-6.2	CC(C)n1c(N2CCN(c3ccccn3)CC2)nc2c(NCCN3CCOCC3)ncnc21
-7.2	5.1	CC(=O)Nc1ccc(NC(=O)c2ccc(-c3ccc(C(=O)NC4CC4)cc3)s2)cc1
7.5	12.3	O=C(Nc1cc(-c2ccncc2)c[nH]c1=O)c1ccc2ccccc2n1
-13.8	5.2	NC(=O)c1ccc(-c2nc(Nc3ccc(Oc4ccccc4)cc3)c3ncn(-c4ccsc4)c3n2)cc1
-12.9	0.4	O=C(NC1CC1)c1ccc(-c2nc(NCc3ccccc3)c3ncn(Cc4ccc(C(F)(F)F)cc4)c3n2)cc1

# (listing goes on)
ULK1 primary	ASK1 primary	smiles
10.7	nt	COc1ccc(O)cc1
11.1	4.8	COc1cccc(CNC(=O)c2c(C)nc3ccc(-c4ccnc(N)n4)cn23)c1
11.0	nt	CC(C)CC(=O)NCc1nnnn1-c1cccc(F)c1
-30.7	11.6	O=C(NCc1cccc(C(F)(F)F)c1)c1ccc2nc(Nc3ccc4ncccc4c3)sc2c1
-4.9	nt	CCCC(C)C(=O)Nc1nc2c(s1)CCCC2 (centres undefined)
5.0	-2.1	c1ccc(OCCNc2nc(Nc3ccncc3)nc3c2ncn3C2CCCCC2)cc1
10.8	20.1	O=C(Nc1ccc(N2CCOCC2)cc1)c1ccnc(-c2ccc3[nH]ccc3c2)c1
-5.3	nt	Cc1ccc(C(C)C)c(O)c1
15.8	10.9	COc1cc(-c2cn[nH]c2)c(F)cc1NC(=O)C(N)c1cccc(F)c1 (centres undefined)
4.8	-20.0	CC(C)n1c(Nc2ccc(N3CCOCC3)cc2)nc2c(NCCN3CCOCC3)ncnc21
11.8	1.9	OCCNc1nc(Nc2cnccn2)nc2c1ncn2Cc1ccc(C(F)(F)F)cc1
5.4	-23.5	O=C(NCc1nc2ccncc2[nH]1)c1ccc(O)cc1
1.5	-23.1	O=C(NC1CC1)c1ccc(-c2nccc(NCCO)n2)cc1
-14.0	5.4	CCNc1nc(Nc2cc(OC)c(OC)c(OC)c2)c2cc(OC)c(OC)cc2n1
2.7	nt	CC(C)OC(=O)c1cc2c(OCC(O)CNC(C)(C)C)cccc2[nH]1 (centres undefined)
11.3	45.0*	CC(C)n1cnc2c(NC3CCN(Cc4ccccc4)CC3)nc(Nc3ccc(N4CCOCC4)cc3)nc21
-4.3	3.8	COc1ccc2c(c1)CC(c1nc3ccc(-c4cn[nH]c4)cc3[nH]1)CO2 (centres undefined)
5.8	-15.7	CS(=O)(=O)c1ccc(-c2ccnc(NCc3ccccc3)n2)cc1
-7.5	8.8	COCCNC(=O)c1ccc2c(c1)CC(c1nc(SCCN(C)C)c3cc(-c4cn[nH]c4)ccc3n1)CO2 (centres undefined)
35.8	13.3	O=S(=O)(NCc1ccc2c(c1)OCO2)c1ccc(-c2ncnc3[nH]ccc23)cc1
-0.5	-19.9	O=C(NCc1ccccc1)C1CCN(c2ccc(Nc3ccc(-n4ccnc4)cc3)nn2)CC1
2.4	nt	Cc1ccc(OCC(=O)NNC(=O)c2cccs2)c(Br)c1
5.4	10.5	COc1ccc(-c2nc(N)c3cc(OC)c(OC)cc3n2)cn1
52.2*	-23.5	CCN(CC)C(=O)C1CCCN(c2cccc(C(=O)Nc3ccc(N4CCOCC4)cc3)n2)C1 (centres undefined)

# Part of the list above, as labelled records:
O=S(=O)(NCc1ccc2c(c1)OCO2)c1ccc(-c2ncnc3[nH]ccc23)cc1
  ULK1 primary: 35.8
  ASK1 primary: 13.3

O=C(NCc1ccccc1)C1CCN(c2ccc(Nc3ccc(-n4ccnc4)cc3)nn2)CC1
  ULK1 primary: -0.5
  ASK1 primary: -19.9

# (further entries)
ULK1 primary	ASK1 primary	smiles
7.2	4.7	Cc1ncn(-c2ccc(Nc3cc(-c4nocc4-c4cncnc4)ccn3)cc2)n1
-26.2	16.6	Oc1ccc(CCNc2nc(NC3CCC(O)CC3)nc3c2ncn3Cc2ccc(C(F)(F)F)cc2)cc1 (centres undefined)
-4.1	nt	O=c1cc(CN2CCOCC2)c2ccc(O)cc2o1
10.4	8.8	CC(C)n1c(Nc2ccccn2)nc2c(NCCCN3CCCC3=O)ncnc21
13.0	nt	COc1ccc(-c2csc(/C(C#N)=C/c3ccc(C)o3)n2)cc1
3.5	nt	CCOC(=O)C1=C[C@]2(CC)CCCN3CCc4c(n1c1ccccc41)[C@@H]32
-7.0	-0.3	COc1ccc(CCNc2nc(-c3c(C)nn(C)c3C)nc3c2ncn3-c2ccccc2)cc1
91.6*	2.4	CCN(CC)CCOc1ccc(Nc2cc(Nc3ccccc3C(=O)NC)c(C(F)(F)F)cn2)c(OC)c1
10.6	nt	c1coc(CNc2cc(-c3ccncc3)nc(-c3ccncc3)n2)c1
-1.7	nt	CN1CCC(=C2c3ccccc3Sc3ccccc32)CC1
-29.1	nt	COc1ccc(-c2nc3ccc(C4=NNC(=O)CC4C)cc3[nH]2)cc1 (centres undefined)
-16.4	-8.0	NC(=O)c1cccc(-n2ncc3ccc(-c4nn[nH]n4)cc32)c1
-4.2	-5.7	CCN(CC)c1nc(NCc2nc3ccccc3[nH]2)nc(N2CCN(c3ccccn3)CC2)n1
6.9	10.6	CC(=O)Nc1ccc(Nc2nc(Nc3nccc4ccccc34)nc3c2ncn3-c2ccccc2)cc1
2.3	nt	CC(=O)Oc1c(C)c(C)c2c(c1C)CCC(C)(CCCC(C)CCCC(C)CCCC(C)C)O2 (centres undefined)
71.8*	12.0	Cc1cncc2cccc(NC3CCCNC3)c12 (centres undefined)
1.1	nt	CC(=O)Nc1ccc(C(=O)Nc2cc(C)on2)cc1
-6.9	4.7	CC(=O)c1cccc(-c2nccc(Nc3ccc(Oc4ccccc4)cc3)n2)c1
-4.5	3.2	O=C(c1cccnc1)N1CCN(C(=O)c2cnccc2Nc2ccc(Cl)c(F)c2)CC1
5.1	-2.4	CCCNC(=O)c1cccc(Nc2ccc(N3CCOCC3)cc2)n1
-2.5	nt	Cc1ccc(-c2cnc(N3CCc4ccccc4C3)nc2)cc1
-5.2	7.1	COc1ccc(CCNc2ccnc(-c3ccc(OC)nc3)n2)cc1
